TAG inh: triacylglycerol accumulation inhibition; H9c2 cells, Nile Red lipid (TAG) fluorescence; cells loaded with 200 µM oleic acid; inhibition, % at 12.5 µM; 230,000 compounds, 0.66% hits; AID 651582;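 active means pattern-corrected inhibition of lipid staining of at least 50% with the nuclear-stain viability signal not falling by more than 50%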;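 further: 0% = DMSO wells and 100% = triacsin C control wells; some results filed as inactive read as strong as hits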
TAG inh DAPI viability: further read-out of TAG inh, marked with its call; DAPI nuclei signal change (viability), lower = more cytotoxic, %;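 whole-well DAPI fluorescence read on a plate reader as a viability signal; minus 50 percent equals half of cells still viable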
Starred values were filed as active, the others as inactive; i = inactive.

SMILES,TAG inh,TAG inh DAPI viability
CC(C)N(C(=O)CSc1nnc(NC2CC2)s1)c1ccccc1,-6,2
COc1ccccc1CNC(=O)CSc1nc(=O)n(Cc2ccncc2)c2c1CCC2,-8,1
COc1ccc(CCNC(=O)Cn2c(=O)n(CC3CCCO3)c(=O)c3cc(OC)c(OC)cc32)cc1OC (centres undefined),2,4
O=C(O)C(Oc1ccc2ccccc2c1)c1ccccc1 (centres undefined),16,1
C(=N\Nc1ncnc2nc[nH]c12)/c1cccs1,4,13
COc1ccc(S(=O)(=O)Nc2ccccc2C(=O)N2CCCCC2)cc1C,1,2
CC1(CO)COC(c2ccccc2)=N1 (centres undefined),16,-19
CCn1c(-c2ccccc2Cl)nn(CC(=O)Nc2cc(Cl)ccc2Cl)c1=S,7,-10
COc1ccccc1NC(=O)COC(=O)c1oc2ccccc2c1C,-6,4
O=C(CN1CCN(c2ccccc2O)CC1)NC(=O)NCc1ccco1,-9,9
CC1(Oc2cccc(F)c2)CCN(Cc2ccc(-c3ccccc3)o2)C1 (centres undefined),13,1
NC(=O)c1sc2nc(N3CCOCC3)c3c(c2c1N)CCCC3,10,-13
O=C(COC(=O)c1ccccc1-c1nc2ccccc2s1)Nc1ccccc1C(F)(F)F,-9,-3
O=C1OC(COCC#Cc2ccccc2)CN1c1ccccc1 (centres undefined),-16,6
Cc1cccc(CN2CCN(CC(C)C)C(CCO)C2)n1 (centres undefined),2,2
CCCCN1C(=O)c2ccc(C(=O)NC3(C)CCS(=O)(=O)C3)cc2C1=O (centres undefined),-6,-4
OCC[C@@H]1C[C@@H](O)[C@H](O)[C@]2(Cc3ccccc3CO2)O1,4,0
COC1=C(OC)C(=O)C(Sc2ccc3ccccc3c2)=CC1=O,16,-1
CCOCCCNC(=O)C(NC(=O)c1ccc(=O)[nH]c1)c1ccc(C)cc1 (centres undefined),8,-3
O=C1CCN(S(=O)(=O)c2ccccc2)CCN1CCOCc1ccccc1,8,2
N#CC(C(=O)NC1CC1)c1nc2ccccc2nc1N1CCCC1 (centres undefined),14,2
CCCCCCSc1ccc(-c2nc3cc(C)ccn3c2NC2CCCCC2)cc1,11,i
O=C(c1[nH]ncc1[N+](=O)[O-])N1CCOCC1,7,-2
O=C(CN1CCN(Cc2ccccc2Cl)C1=O)NCc1cccnc1,-5,-4
CCNC(=O)c1ccccc1SCC(=O)Nc1ccc(F)cc1,3,1
OCC1(Cc2ccc(F)cc2)CCCN(CCc2ccccc2)C1 (centres undefined),-16,5
COc1ccc(NS(=O)(=O)c2ccc(C)cc2)c([N+](=O)[O-])c1,4,-1
Cc1ccsc1/C=C/C(=O)O,-5,6
COc1ccc(CC(=O)Nc2nc3ccccc3s2)cc1S(=O)(=O)N1CCOCC1,21,9
CC1(C)C2CCC1(CS(=O)(=O)N1CCCC1C(=O)O)C(=O)C2 (centres undefined),-6,5
CC(=O)NCCNC(=O)c1ccc(Sc2ccccc2)c([N+](=O)[O-])c1,4,1
COc1cccc(NC(=O)Cn2c(=O)n(CCC(=O)NC3CCN(Cc4ccccc4)CC3)c(=O)c3ccccc32)c1,3,6
C#Cc1ccc([C@@H]2C=C(C(=O)OCC=C)O[C@H](OCc3ccc(CO)cc3)C2)cc1,16,7
CC1CC(C)(C)NC(=S)N1CCCC(=O)Nc1ccccc1F (centres undefined),-10,4
CC(C(=O)OCC(=O)NC1CCCCC1)N1C(=O)c2ccccc2C1=O (centres undefined),18,-4
Cc1ccc(NC(=O)CSc2nnc(N)s2)cc1S(=O)(=O)N1CCCCC1,-16,14
CC(C)CC(O)C1CCN(C(=O)CCc2nnc(-c3ccc4c(c3)OCO4)o2)CC1 (centres undefined),-13,2
COc1cc(OC)cc(-c2nnc(SCC(=O)N3CCCCC3)o2)c1,-1,-7
COc1ccc(NC(=O)CN(C)C(=O)C2CC(=O)N(CCc3ccc(OC)c(OC)c3)C2)cc1 (centres undefined),-7,3
COC(=O)C1=CN(Cc2ccc(OC)c(OC)c2)C=C(C(=O)OC)C1c1cccc(O)c1,7,21
COCCNC(=O)CSc1ccc(-c2nc3ccccc3[nH]2)cn1,-12,2
Cc1cccc(C(=O)NCC(=O)OCC(=O)NC2CCCCC2)c1,5,-12
O=[N+]([O-])c1cccc(-c2nc3ccc([N+](=O)[O-])cc3[nH]2)c1,7,-4
COc1cccc(OCCCOc2ccc([N+](=O)[O-])cc2Cl)c1,-14,7
CCOc1ccc(NC(=O)N(C2CCCCC2)C(C)c2cccnc2)cc1 (centres undefined),-16,10

Another view of two compounds above.
COc1ccc(S(=O)(=O)Nc2ccccc2C(=O)N2CCCCC2)cc1C
- TAG inh: 1
- TAG inh DAPI viability: 2

CC1(CO)COC(c2ccccc2)=N1 (centres undefined)
- TAG inh: 16
- TAG inh DAPI viability: -19

Shown with values under each structure: part of the list above.
Order of values – TAG inh	TAG inh DAPI viability
> CC(C)CC(O)C1CCN(C(=O)CCc2nnc(-c3ccc4c(c3)OCO4)o2)CC1 (centres undefined)
  -13	2
> O=[N+]([O-])c1cccc(-c2nc3ccc([N+](=O)[O-])cc3[nH]2)c1
  7	-4

(list continues)
SMILES,TAG inh,TAG inh DAPI viability
O=C(CN1CCN(Cc2ccccc2Cl)C1=O)NCC1CCCO1 (centres undefined),5,1
Cc1c(CCC(=O)O)c(=O)oc2cc3occ(C(C)(C)C)c3cc12,0,7
O=c1nc2n(c3cccc(Cl)c13)CCCCC2,0,-8
CCCCNC(=O)Cc1coc2ccc3ccccc3c12,15,2
CCOC(=O)C1=C(C)N(CCO)C(=O)NC1c1cccc(O)c1 (centres undefined),-19,5
Cc1cc(N2CCN(c3ccccc3)CC2)n2ncnc2n1,-12,2
COc1ccc(C(CNC(=O)c2cc(=O)[nH]c3ccccc23)N2CCCC2)cc1 (centres undefined),7,5
O=C(Cn1nc2sc3ccccc3n2c(=O)c1=O)c1cccs1,-12,7
CC(C)(C)c1nc2ccccc2c(=O)n1N1C(=O)c2ccccc2C1=O,-34,5
O=C(NCc1ccco1)c1ccc(S(=O)(=O)N2CCCCC2)cc1,9,-8
CC1(C(=O)NC2CCCCC2)CCC(=O)N1Cc1cccs1 (centres undefined),-9,3
CC1(C)Oc2ccc(C(=O)N3CCOCC3)cc2N(CC(=O)N2CCOCC2)C1=O,-18,6
COc1ccc(CNC(=S)Nc2cccc(Cl)c2)cc1,-1,2
CCCN1C(=O)/C(=C/c2c(NCCCOCC)nc3c(C)cccn3c2=O)SC1=S,-65,-11
Cc1cccc(Nc2ncnc3nc[nH]c23)c1C,6,-5
O=C(COC(=O)CNC(=O)c1ccc2c(c1)OCO2)Nc1ncc(Cl)cc1Cl,-10,0
Cc1c(Cl)cnc(NC(=O)COC(=O)c2nn(C)c(=O)c3ccccc23)c1Cl,-4,-9
COc1ccc2nc(SCC(=O)N3CC(=O)Nc4ccccc43)c(C#N)cc2c1,54*,-16*
COCCn1c(SCC(=O)Nc2ccc(F)cc2)nc2c(oc3ccccc32)c1=O,10,-9
Cc1ccc(S(=O)(=O)CCC(=O)OCn2nnc3ccccc3c2=O)cc1,-5,4
COc1ccccc1C1CCN(Cc2cccc([N+](=O)[O-])c2)CC1,-8,13
COCc1ccc(CN2CCCC(CO)(Cc3ccccc3C)C2)o1 (centres undefined),-10,1
O=[N+]([O-])c1ccc(COc2cccc(CN3CCOCC3)c2)cc1,-9,-5
COC(=O)c1ccccc1OCCCOc1ccc(C=O)cc1OC,-9,2
O=C(c1ccc(-c2ccccc2)cc1)N1CCN(c2nc3ccccc3o2)CC1,-4,1
O=C(NCCc1cccs1)c1cccs1,-11,-7
CCOc1ccc(N(C(=O)c2ccc3c(c2)OCO3)C2C=CS(=O)(=O)C2)cc1 (centres undefined),2,3
O=C(Nc1ccc(C(F)(F)F)cc1)c1ccccc1-n1cnnn1,0,3
C[C@H]1CN([C@@H](C)CO)C(=O)c2cc(Br)cnc2O[C@H]1CN(C)C(=O)c1ccccn1,-6,-1
NS(=O)(=O)c1cccc(NC(=O)c2cccnc2Oc2ccccc2)c1,9,-5
O=C(CN1C(=O)NC2(CCCC2)C1=O)NCc1ccccc1,-11,-4
c1ccc(Cc2noc(CN3CCCC(CN4CCOCC4)C3)n2)cc1 (centres undefined),-7,5
CN(CC(=O)Nc1ccc(F)cc1)C(=O)COc1ccccc1Cc1ccccc1,-15,-4
Cc1cnc(C(=O)OCC(=O)Nc2oc(-c3ccccc3)c(-c3ccccc3)c2C#N)cn1,-5,8
COc1ccc(NC(=O)Nc2ccc3c(c2)N(C)C(=O)CS3)cc1OC,6,3
CC1(C(=O)NS(=O)(=O)c2ccc(C#N)cc2)CCN1C(=O)C1(c2ccc(Cl)cc2)CC1 (centres undefined),20,-10
CC(C)NC(=O)COC(=O)C1CSC2(c3ccc(Br)cc3)CCC(=O)N12 (centres undefined),2,1
Cc1ccc(NC(=O)CSc2nnc(-c3ccccn3)n2C)cc1,4,6
C=CC[C@@H](CC(=O)NCCO)C(=O)N[C@H](COC(=O)[C@@H](CC=C)Cc1ccc(F)cc1)Cc1c[nH]c2ccccc12,0,-1
COc1cccc(C(=O)OCC(=O)NC23CC4CC(CC(C4)C2)C3)c1,-6,-1
Fc1ccccc1SCc1nnc(-c2ccccc2Br)o1,-25,-3
CC(=O)NC(C)CCc1ccccc1 (centres undefined),4,-1
O=C(CCN=C1NS(=O)(=O)c2ccccc21)OCc1ccccc1,4,6
CCOc1ccccc1OCC(=O)OCC(=O)c1c(N)n(CC(C)C)c(=O)n(C)c1=O,-8,-10
COC(=O)c1cc(COC(=O)c2ccc3ccccc3n2)oc1C,-28,4

Structural class: those above with a COOH group
SMILES,TAG inh,TAG inh DAPI viability
O=C(O)C(Oc1ccc2ccccc2c1)c1ccccc1 (centres undefined),16,1
Cc1ccsc1/C=C/C(=O)O,-5,6
CC1(C)C2CCC1(CS(=O)(=O)N1CCCC1C(=O)O)C(=O)C2 (centres undefined),-6,5
Cc1c(CCC(=O)O)c(=O)oc2cc3occ(C(C)(C)C)c3cc12,0,7

The list goes on.
SMILES,TAG inh,TAG inh DAPI viability
O=C(COC(=O)c1ccc([N+](=O)[O-])o1)NCc1ccc2c(c1)OCO2,-10,-8
C=CCSc1nnc(NC(=O)C2=COCCO2)s1,-13,-1
CCN=C1SC(C(=O)Nc2ccc(OC)cc2)CC(=O)N1CC (centres undefined),-7,-5
COc1ccc(C(=O)CSc2nn3c(=O)c(C(C)(C)C)nnc3s2)cc1,10,3
c1ccc(OCCOCCN2CCc3ccccc3C2)cc1,-13,23
O=S(=O)(N1CCCCCC1)N1CCN(S(=O)(=O)N2CCOCC2)CC1,-15,8
COC(=O)C1=C(C(=O)OC)C(C(=O)OC)C(C(=O)OC)C(C(=O)OC)(C(=O)OC)C(C(=O)OC)=C1C(=O)OC (centres undefined),3,5
O=C(CC1CCCCC1)NC1CCCC1,-9,16
CCOc1ccc(/C(O)=C2\C(=O)C(=O)N(CCN(C)C)C2c2cc(OC)ccc2OC)cc1Cl (centres undefined),19,-14
CCCCOc1ccccc1C(=O)NCCCC(=O)O,21,-2
O=C(CNC(=O)c1ccccc1)OCC(=O)c1ccc(Cl)s1,7,-9
COc1ccc(C(=O)Nc2ccccc2C(=O)NCCN2CCOCC2)cc1OC,19,9
O=C(CSc1nc(=O)n2cc(Cl)ccc2n1)Nc1ccc2c(c1)OCCO2,-11,-5
O=C(CN1CCN(Cc2ccccc2)CC1)Nc1cccc(C(F)(F)F)c1,3,-12
Cc1csc2nc(CCNS(=O)(=O)c3cccs3)cn12,7,-2
CCc1ncc(CN2CCCC(C(=O)Nc3cccc(-c4cccc(C)c4)c3)C2)cn1 (centres undefined),2,4
O=C(CCN1CCCO1)N1CCCC(Nc2cccc(F)c2)C1 (centres undefined),-5,-1
O=C(NCC(c1ccco1)N1CCc2ccccc2C1)c1ccc(F)cc1 (centres undefined),10,2
O=C(Nc1cc(C(=O)N2CCN(c3ccccc3)CC2)ccc1Cl)c1cccs1,6,-1
O=C(NC1CCCC1)C(c1ccncc1)N(CCCN1CCOCC1)C(=O)c1ccc(-c2ccccc2)[nH]1 (centres undefined),-3,194
Cc1cc(C(=O)OCC(=O)N2CCC(C)CC2)c2ccccc2n1,-1,-3
CCN(CC)C(=O)CSc1nnc(-c2ccco2)o1,0,7
O=C(Cn1nc(-c2ccc(Cl)cc2)ccc1=O)NCc1ccc2c(c1)OCO2,-1,-5
CC(C)=CCC/C(C)=C/CNC(=O)C[C@H]1C[C@H](C(=O)N2CCOCC2)[C@@]2(CCC3CCCC3)c3[nH]c4cc(CCC(=O)N(C)C)ccc4c3CCN2C1=O,11,3
O=C(Cn1cnc2ccccc21)Nc1ccc(F)c(F)c1,-3,3
Cc1ccccc1-n1nnnc1SCc1cc(=O)n2ccsc2n1,-7,1
COc1ccccc1CNC(=O)C(CC(C)C)NC(=O)C1CCC(C)CC1 (centres undefined),13,-8
Cc1cc(C(=O)N2CCN(c3ccc([N+](=O)[O-])cc3)CC2)co1,-9,3
O=C(NCc1ccc(C(=O)O)cc1)OCc1ccccc1,8,-1
Nc1ncnc2c1nc(Sc1ccc(Cl)cc1)n2[C@@H]1O[C@@H]2COP(=O)(O)O[C@H]2[C@H]1O,-13,-9
O=C(N/N=C/c1cccc2ccccc12)c1cc2ccccc2o1,4,-8
CN(C)C(=O)c1ccc(-c2cc(C(F)(F)F)n(C)n2)s1,-9,10
CC(C)c1ccc(NC(=O)N(CCc2nc3ccccc3[nH]2)C2CCCC2)cc1,23,-14

Screens as filed in PubChem.

An excerpt; the hit share may differ from the screen's.
